# Assay outcomes deposited in PubChem BioAssay by several laboratories.
# N-glyco inh = blocks N-linked glycosylation in D54 reporter cells; D54 ERlucT glycosylation luciferase reporter, 24 h; percent of 100 nM tunicamycin response; reporter increase, % at 12.5 µM; 0.23% of 360,000 active; AID 588692;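 active means mean luciferase reporter signal, scaled so untreated is 0 and the glycosylation-blocking control 100, at or above a set limit in every replicate; inconclusive means mean reaches the limit but not every replicate does; inactive means mean below the limit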;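 further: luciferase carries N-glycosylation sites so blocking glycosylation raises the light; 0% = median of neutral control wells and 100% = median of 100 nM tunicamycin wells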
# ABCB6 inh 2 = blocks the human ABCB6 transporter | Q9NP58 | K562-ABCB6 porphyrin accumulation, flow cytometry, 1 h; active compounds read low | fluorescence ratio to DMSO, % at 10 µM | 0.19% of 360,000 active;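 active means fluorescence ratio to DMSO below 75%, the collection mean minus 3 SD; inconclusive means too few cells collected in the well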;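 further: signal is porphyrin accumulated inside mitochondria; 100% equals median channel fluorescence of DMSO control wells; lower ratio means ABCB6 inhibition with less porphyrin fluorescence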
# Target sequence (Q9NP58 whole entry, looked up): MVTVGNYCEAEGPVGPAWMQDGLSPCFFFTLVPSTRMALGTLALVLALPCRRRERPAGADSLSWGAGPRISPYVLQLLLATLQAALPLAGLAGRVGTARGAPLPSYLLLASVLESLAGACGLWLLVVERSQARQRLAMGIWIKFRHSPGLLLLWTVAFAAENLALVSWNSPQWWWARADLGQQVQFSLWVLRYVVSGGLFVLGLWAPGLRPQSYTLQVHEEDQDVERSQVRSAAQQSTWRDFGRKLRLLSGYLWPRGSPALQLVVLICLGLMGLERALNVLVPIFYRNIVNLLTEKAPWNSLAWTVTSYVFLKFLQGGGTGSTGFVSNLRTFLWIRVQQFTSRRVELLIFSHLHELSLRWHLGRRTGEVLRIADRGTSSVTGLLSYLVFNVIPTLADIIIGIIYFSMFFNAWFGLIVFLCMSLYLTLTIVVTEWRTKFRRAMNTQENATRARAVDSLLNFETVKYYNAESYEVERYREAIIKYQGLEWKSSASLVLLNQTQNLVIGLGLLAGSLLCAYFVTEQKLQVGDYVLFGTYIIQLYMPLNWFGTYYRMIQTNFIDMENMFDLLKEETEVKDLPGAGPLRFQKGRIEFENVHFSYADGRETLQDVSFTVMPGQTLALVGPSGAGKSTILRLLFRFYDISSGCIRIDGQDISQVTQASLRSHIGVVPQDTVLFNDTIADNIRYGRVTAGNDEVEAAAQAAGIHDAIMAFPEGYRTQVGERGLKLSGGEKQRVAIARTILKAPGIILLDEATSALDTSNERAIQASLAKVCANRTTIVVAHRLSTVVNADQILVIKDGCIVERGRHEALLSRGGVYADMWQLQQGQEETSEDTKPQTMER
# CaV13 FRET inh = Disruptors of the CACNA1D IQ motif to Ca2+-dependent inactivation inhibitor domain association, primary screening, Förster resonance energy transfer in intact living …; HEK cells, CFP/YFP FRET ICDI-IQ, plate reader, 10 min; percent FRET-ratio fall versus neutral wells; inhibition, % at 12.3 µM; 0.098% of 340,000 active; AID 743397;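 active means mean replicate inhibition of at least 30% and at least 1% of replicates passing that level; inconclusive means only one of the two criteria is met; inactive means neither criterion is met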;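 further: 0% = median of the neutral control wells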
# H9c2 protect = myocardial damage modulation in H9c2 cells | 0.63% of 360,000 active | AID 588492 | protection from H2O2 cell death, % at 20 µM | H9c2 cardiomyocytes, H2O2 injury protection, ATPLite, 2 h;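 active means compounds giving at least 50% protection of heart cells from peroxide-induced death in the single-dose screen, raw or plate-pattern-corrected value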;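 further: 0% = DMSO wells with peroxide and 100% = DMSO wells without peroxide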
# aDG glyco up = increases alpha dystroglycan glycosylation | activation, % at 10 µM | 0.22% of 360,000 active | Pro5-aDG cells, alpha-DG glycosylation AlphaScreen (IIH6); 0% Pro5, 100% B10-LARGE cell signal | AID 624168;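 active means activation of at least 8% versus controls, or a plate z-score of at least 8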;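 further: Pro5 are CHO cells carrying HIG-tagged alpha-DG that lacks glycosylation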
# m5-HT2A agonist = activates the mouse 5-HT2A serotonin receptor. P35363. CHO-K1 mHTR2A beta-arrestin complementation, luminescence; percent of 30 µM serotonin response. activation, % at 7.6 µM. 0.66% of 360,000 active. AID 624169;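 active means activation above a run cutoff, the mean activation of all tested compounds plus 3 SD, cut at about 14% in these data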;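 further: 0% = plate median of compound wells and 100% = 30 µM serotonin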
# Granule exo inh = blocks lytic granule exocytosis. AID 651702. inhibition, % at 10 µM. TALL-104 LAMP-1 surface exposure, flow cytometry; cells stimulated with thapsigargin and PMA. 0.66% of 360,000 active;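 active means inhibition above about 55%, limit read from the data; inconclusive means no clear call, values can overlap the other calls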
# Vif imaging = inhibitors of HIV Vif | inhibition, % at 7.49 µM | 0.35% of 340,000 active | HEK293T cells, Vif self-association by quenched fluorescence, imaging, 24 h; in the data active means inhibition above about 50%, passing the limit was not always enough; inconclusive means no clear call, values can overlap the other calls; inactive means below about 31%; further: some results filed as inactive read as strong as hits
# PDI turbidity = PDI (human) enzyme inhibition | P07237 | PDI insulin aggregation turbidity, A650, 90 min | inhibition, % at 10 µM | 0.052% of 350,000 active;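 active means mean inhibition across replicates of 30% or more, whatever share of single replicates reach that level; inconclusive means mean inhibition below 30% while every single replicate reaches 30%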;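 further: absorbance from insulin aggregation driven by PDI reduction with DTT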
# hiPSC survival = enhancers of human iPSC single-cell survival. hiPSC single-cell survival, ATPlite luminescence; 100% = ROCK inhibitor wells, 0% = DMSO. survival enhancement, % at 20 µM. 0.044% of 360,000 active. AID 602274; in the data active means survival enhancement above about 18%;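 further: cells exposed to compounds for 16 hours before the ATP read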
# The depositor's hits bear a star; ? = inconclusive; nt = no result given. Compounds were not picked by outcome; overall some 3.1% were active at least once.
Structure	N-glyco inh	ABCB6 inh 2	CaV13 FRET inh	H9c2 protect	aDG glyco up	m5-HT2A agonist	Granule exo inh	Vif imaging	PDI turbidity	hiPSC survival
O=C(c1ccccc1OC(F)F)N1CCN(S(=O)(=O)c2ccc3c(c2)OCCCO3)CC1	1	97	-2	-5	14*	0	-3	-3	-8	1.5
COc1cccc(NC(=O)CCNS(=O)(=O)c2cccc3nsnc23)c1	0	100	-50	16	0.5	-4	1	9	1	1.1
COc1ccccc1-c1ccc(=O)n(CC(=O)NCc2ccco2)n1	-3	80	-6	3	-0.4	0	2	0	-2	-0.5
CC(C)C(=O)Nc1ccc(C(=O)NNC(=O)CCCOc2ccc(Cl)cc2Cl)cc1	1	98	nt	0	0.0	-2	0	-1	4	5.0
CC(=O)NCC1CCN(C(=O)C2CCC(=O)N(CCc3cccc(F)c3)C2)CC1 (centres undefined)	0	103	-7	-5	-0.1	-2	2	4	3	0.0
CC(C)(C)NC(=O)N1CCCC(C(=O)c2cccc(Cl)c2)C1 (centres undefined)	-2	102	1	-4	0.4	2	0	-2	3	0.3
O=C(CSCc1ccc(Cl)cc1)N1CCN(Cc2ccc3c(c2)OCO3)CC1	0	93	3	-1	-0.2	5	0	5	-8	-0.7
Cc1ccc(-n2ncc3c2CC(C)(C)CC3NC(=O)C2CCOCC2)cc1 (centres undefined)	0	98	-6	-4	0.2	-5	-3	8	0	0.4
COC(=O)CCN(C(=O)c1ccc(OC(C)=O)cc1)c1ccccn1	1	105	-3	11	-0.1	3	-1	18	26	-0.9
CCC(C(=O)N1CCN(Cc2ccc3c(c2)OCO3)CC1)n1nnc2ccccc2c1=O (centres undefined)	0	102	-5	-2	-0.1	-3	-9	-1	5	-1.0
CC(C)=CC(=O)Nc1ccc(Br)cc1	-3	109	-9	-12	-0.1	-4	-1	5	-24	-1.1
CC(C)Cc1nc(N2CCCCC2)c(C#N)c2c1CCC2	1	96	-3	-13	-0.3	1	-4	2	0	-2.4
COc1ccc(NC(=O)CCNS(=O)(=O)c2cccc3nonc23)cc1Cl	1	100	-2	4	0.0	-2	?	-4	-1	-0.2
COc1ccc(CN2C(=O)C(=O)N(CC(N)=O)C2=O)cc1	1	99	-7	1	0.6	-1	13	0	0	0.0
COc1ccc(CNC(=O)CCc2ccc(S(=O)(=O)N3CCCCCC3)cc2)cc1	-2	96	-6	-9	0.0	2	-10	-3	-6	0.5
C#CCOCCOCCOCCNc1nc(N2CCN(C(=O)[C@H](CCC(=O)O)n3cc(C(N)CO)nn3)CC2)nc(N2CCN(C(=O)[C@H](CCC(=O)O)n3cc(C(N)[C@H](C)CC)nn3)CC2)n1 (some centres undefined)	-1	97	nt	5	0.1	3	-7	1	-7	1.0
CCN(Cc1cnn(C)c1)C(=O)c1cc(COc2cc(C)c(Cl)c(C)c2)on1	-2	99	-14	-5	0.1	-1	23	-3	-1	-0.2
CC(C)Cc1nnc(NC(=O)CCC(=O)N2CCN(c3ccccc3)CC2)s1	-1	97	-7	0	-0.1	-5	-1	-2	13	-0.5
COc1cccc(CN(C)C(=O)CN2C(=O)NC(c3ccccc3)(c3ccccc3)C2=O)c1	-1	92	-6	2	0.1	-8	-1	-6	7	-0.6
COc1ccc(CN2C3CCC2CC(NC(=O)c2cc(OC)c(OC)c(OC)c2)C3)cc1 (centres undefined)	-1	93	-1	-2	0.3	4	6	63*	1	-0.8

# Just Vif imaging and m5-HT2A agonist, for 3 of the compounds above:
SMILES,Vif imaging,m5-HT2A agonist
CC(C)=CC(=O)Nc1ccc(Br)cc1,5,-4
CC(C)Cc1nc(N2CCCCC2)c(C#N)c2c1CCC2,2,1
COc1ccc(NC(=O)CCNS(=O)(=O)c2cccc3nonc23)cc1Cl,-4,-2

# (listing goes on)
Structure	N-glyco inh	ABCB6 inh 2	CaV13 FRET inh	H9c2 protect	aDG glyco up	m5-HT2A agonist	Granule exo inh	Vif imaging	PDI turbidity	hiPSC survival
Cc1ccc(/C=C/C(=O)N2CCN(Cc3ccccc3)CC2)o1	1	97	-5	0	-0.1	2	6	3	5	-1.2
Cc1nc2sc3c(c2c(=N)n1N)CCCC3	-1	104	-5	0	-0.3	-1	0	-2	0	0.9
Cc1nn(-c2ccc(F)cc2)c(Cl)c1C(=O)N(C)CC(=O)Nc1cccc(F)c1	-1	93	-6	-5	0.4	6	-2	nt	-2	-0.3
O=C(CN1C(=O)c2cccc3cccc(c23)C1=O)N1CCCCC1	0	86	-5	10	-0.1	-1	1	0	6	0.3
CCC(C)(C)C1CCC2(CC1)NC(=O)N(CC(=O)NCCOc1ccccc1)C2=O (centres undefined)	-2	104	-16	-5	-0.1	-2	2	16	4	-2.9
Cc1cccc(-n2cc(CN3CCN(Cc4nccn4C)CC3)c(-c3cccc(F)c3)n2)c1	-1	102	-8	10	1.4	-4	8	nt	17	-2.6
COCC(C)n1c(C)cc(C(=O)COC(=O)c2n[nH]c3ccccc23)c1C (centres undefined)	-13	102	-2	-34	0.0	-4	4	1	1	-5.8
O=C(O)c1ccc(NC(=O)C2CCCCC2)cc1	2	89	-6	3	-0.2	2	-2	-2	-5	0.4
N#Cc1cnc(Oc2ccc(Cl)cc2)nc1N	0	97	-19	-4	-0.1	1	-5	9	0	-0.6
Cc1ccc(NC(=O)CSCC(=O)N2CCN(c3cccc(C(F)(F)F)c3)CC2)cc1	0	97	-6	-4	-0.1	-3	-1	-3	12	0.2
COc1cc2c(cc1OC)C(C)N(C(=O)c1cccc([N+](=O)[O-])c1)CC2 (centres undefined)	-3	99	-6	0	0.6	0	0	-10	-1	-1.7
COc1ccc(C(=O)CC2SC(N)=NC2=O)cc1 (centres undefined)	0	101	1	-2	0.1	7	1	-9	-2	-0.1
CCSC(=S)Nc1c(C)n(C)n(-c2ccccc2)c1=O	0	98	-4	8	0.2	1	-6	-12	8	1.5
Cc1nn(C)c(Cl)c1CN1CCC(CO)(CC2CCCCO2)CC1 (centres undefined)	0	96	-4	3	-0.5	-1	0	-1	6	3.1
CCN1CCSc2ccc(C(=O)NCc3cccc(F)c3)cc21	2	94	-7	9	3.8	-10	-2	-8	nt	-0.9
CC(=O)CSc1nnc(-c2ccco2)n1-c1ccccc1	-2	98	-20	1	-0.1	4	-9	-12	3	0.3
COc1ccc(CCn2c(=O)c3cccnc3n(Cc3cccc([N+](=O)[O-])c3)c2=O)cc1OC	-5	99	-5	45	0.2	4	4	-1	-9	0.4
Cc1ccc(OCC(=O)N(Cc2cccc(F)c2)C2CCS(=O)(=O)C2)cc1 (centres undefined)	-1	93	-16	4	0.2	3	30	-2	7	-0.4
COC(=O)c1c(NC(=O)CSc2nnnn2-c2ccccc2)sc2c1CCCC2	1	95	-7	-10	-0.6	3	2	-9	4	2.4
COc1cc(CC(=O)Nc2sccc2C(N)=O)cc(OC)c1OC	4	88	nt	8	0.6	1	5	nt	5	-0.4

# Compound profiles (already shown). Order of screens: N-glyco inh | ABCB6 inh 2 | CaV13 FRET inh | H9c2 protect | aDG glyco up | m5-HT2A agonist | Granule exo inh | Vif imaging | PDI turbidity | hiPSC survival
# Results for COCC(C)n1c(C)cc(C(=O)COC(=O)c2n[nH]c3ccccc23)c1C (centres undefined) : -13 | 102 | -2 | -34 | 0.0 | -4 | 4 | 1 | 1 | -5.8
# Results for CCC(C(=O)N1CCN(Cc2ccc3c(c2)OCO3)CC1)n1nnc2ccccc2c1=O (centres undefined) : 0 | 102 | -5 | -2 | -0.1 | -3 | -9 | -1 | 5 | -1.0

# Going on with the list.
Structure	N-glyco inh	ABCB6 inh 2	CaV13 FRET inh	H9c2 protect	aDG glyco up	m5-HT2A agonist	Granule exo inh	Vif imaging	PDI turbidity	hiPSC survival
O=S(=O)(CCN1CCOCC1)c1ccccc1	0	97	-4	4	-0.2	-5	-2	nt	15	-0.3
CCCC(=O)NC(Nc1c(C)n(C)n(-c2ccccc2)c1=O)C(Cl)(Cl)Cl (centres undefined)	-2	97	-2	9	0.3	0	0	27	6	-3.0
CCc1ccc2[nH]c(=O)c(CN(CCCN3CCOCC3)C(=O)Nc3ccc(F)cc3)cc2c1	4	111	-5	22	-0.3	0	1	11	-11	1.1
O=[N+]([O-])c1ccc2[nH]cc(S(=O)(=O)N3CCN(c4cccc(Cl)c4)CC3)c2c1	-3	100	-3	-16	0.1	3	21	-2	-4	-0.5
Cc1ccc(CSCc2nc3ccccc3[nH]2)cc1	-1	96	-4	-14	0.5	-2	0	nt	16	-0.8
N#CCCN/N=C(/Cc1nc2ccccc2[nH]1)c1cccc(Cl)c1	-1	112	nt	12	-0.1	0	-2	7	-5	-0.3
CCOC(=O)c1ccc2c(c1)n(CCO)c(C)[n+]2CC	1	97	-6	0	0.1	3	-2	12	7	3.8
CCOc1ccc(-n2c(=S)sc3c(=O)n(-c4ccccc4)c(SC)nc32)cc1	-1	96	-21	-8	-0.1	-2	13	-12	10	-0.4
COc1cccc(Cn2nnc(C(=O)NCc3ccc4c(c3)OCO4)c2N)c1	3	106	-4	0	-0.3	1	-12	34	-6	-2.3
Cc1c(C(=O)NN)sc(-c2ccccc2)c1C#N	2	105	-4	5	0.1	-3	0	-20	12	0.5
Cc1ccc2sc(N(CCN(C)C)C(=O)c3ccc4ccccc4c3)nc2c1C	0	93	-7	2	-0.2	0	-3	-15	-7	-0.6
Clc1ccccc1-c1ccc2ncnc(NCc3cccnc3)c2c1	-2	96	-6	5	1.7	2	9	-1	-10	0.3
Cc1cc(NC(=O)c2ccc(Cl)cc2)n(-c2ccccc2)n1	-1	97	-4	-4	0.0	0	-2	4	-6	-0.4
CSCCC(NS(=O)(=O)c1ccccc1F)C(=O)NCC(c1ccco1)N(C)C (centres undefined)	1	101	-5	-3	0.2	-5	-15	9	-3	0.2
COc1ccc(/C=C/C(=O)NC2CC3CCC2C3)cc1 (centres undefined)	0	100	-21	1	0.1	-3	12	4	-22	-0.8
Cc1ccc(C(C(=O)NC2CCCC2)N(Cc2cccs2)C(=O)CNC(=O)c2cccs2)o1 (centres undefined)	-3	88	-3	28	0.0	-2	7	3	-4	-3.2

# Already shown: an excerpt of the list.
Structure	N-glyco inh	ABCB6 inh 2	CaV13 FRET inh	H9c2 protect	aDG glyco up	m5-HT2A agonist	Granule exo inh	Vif imaging	PDI turbidity	hiPSC survival
COc1ccc(/C=C/C(=O)NC2CC3CCC2C3)cc1 (centres undefined)	0	100	-21	1	0.1	-3	12	4	-22	-0.8
Cc1ccc(C(C(=O)NC2CCCC2)N(Cc2cccs2)C(=O)CNC(=O)c2cccs2)o1 (centres undefined)	-3	88	-3	28	0.0	-2	7	3	-4	-3.2
